Hck Nef HTS: human Hck-Nef kinase inhibition | actives 0.68% (n = 220,000) | P08631 | Recombinant Hck-YEEI plus Nef, Z-Lyte FRET kinase assay | inhibition, % at 20 µM;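 active means Hck-Nef kinase inhibition above about 50%, limit read from the data; inactive means inhibition below that limit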;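 further: 0% = DMSO with Hck plus Nef and 100% = Hck alone without Nef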
FXIa inh 1536: inhibitors of human coagulation factor XIa | P03951 | purified FXIa, Boc-Glu-Ala-Arg-AMC fluorogenic substrate | inhibition, % at 5 µM | actives 0.14% (n = 220,000) | AID 798;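 active means inhibition of at least 40%; inactive means inhibition below 40%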;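 further: fluorescence of freed AMC excited at 355 nm; 0% = enzyme without compound and 100% = no enzyme blank; many of its hits are not listed in these tables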
FXIIa inh 1536: inhibitors of human coagulation factor XIIa; P00748; purified FXIIa, Boc-QGR-AMC fluorogenic substrate, 2 h; inhibition, % at 5 µM; actives 0.3% (n = 220,000); AID 800; in the data active means inhibition above about 40%;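 further: 0% = enzyme with no compound and 100% = blank without enzyme; many of its hits are not listed in these tables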
KLK5 inh: inhibitors of human kallikrein 5; Q9Y337; inhibition, % at 5 µM; recombinant hK5, fluorogenic AMC substrate cleavage; actives 0.59% (n = 210,000); AID 873;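 active means inhibition of 40% or more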;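 further: 0% = enzyme controls without compound and 100% = no-enzyme blanks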
Target sequence (Q9Y337 67-293 limits assumed): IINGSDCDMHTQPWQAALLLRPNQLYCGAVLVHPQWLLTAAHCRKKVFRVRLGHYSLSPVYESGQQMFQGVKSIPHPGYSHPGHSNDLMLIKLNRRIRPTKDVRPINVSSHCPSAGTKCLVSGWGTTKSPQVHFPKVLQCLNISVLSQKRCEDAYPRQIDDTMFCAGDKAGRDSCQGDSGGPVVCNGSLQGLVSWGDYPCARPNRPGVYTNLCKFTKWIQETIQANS
14-3-3 Bad PPI: disrupts binding of bovine 14-3-3 zeta to phospho-Bad peptide. inhibition, % at 21.7 µM. TR-FRET 14-3-3zeta/Dy647-pBad peptide displacement, 1 h. AID 781. P63103. actives 0.71% (n = 220,000);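 active means inhibition above about 70%, limit read from the data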;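 further: 0% = full 14-3-3 plus peptide FRET controls and 100% = background without 14-3-3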
Target sequence (P63103 whole entry, looked up): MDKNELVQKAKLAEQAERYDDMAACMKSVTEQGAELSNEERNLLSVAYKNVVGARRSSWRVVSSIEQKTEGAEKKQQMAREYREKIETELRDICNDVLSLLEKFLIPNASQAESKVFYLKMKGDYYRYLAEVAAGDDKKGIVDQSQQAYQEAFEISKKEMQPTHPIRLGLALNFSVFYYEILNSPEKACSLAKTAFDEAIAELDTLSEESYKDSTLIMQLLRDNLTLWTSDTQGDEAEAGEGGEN
Runt-CBFb FRET: inhibitors of human RUNX1 Runt domain binding to CBFb | actives 0.46% (n = 220,000) | inhibition, % at 20 µM | Cerulean-Runt/Venus-CBFb FRET ratio 530/480, 1 h | AID 1496 | Q01196+Q13951;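 active means inhibition over about 50% at 20 µM in the single-dose screen, limit read from the data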;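 further: 0% = DMSO wells and 100% = excess unlabeled CBFb competitor control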
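Schedule: protein complex preformed 1 h, compound exposure 1 h, room temperature, dark; test system: Cerulean-labeled Runt domain protein; amount: 100 nM per protein; buffer or medium: Tris 50 mM pH 7.5, KCl, K2SO4, 0.01% BSA; read-out: loss of energy transfer signal; detection: FRET fluorescence; controls: 5 µM unlabeled CBFb as full-inhibition high control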
Wee1 stabilizer: inhibitors of human Wee1 degradation; HeLa Luc-Wee1K328M stability, luciferase luminescence; 100% = proteasome inhibitor MG132 effect; reporter increase, % at 5 µM; actives 1.2% (n = 220,000);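 active means activation above the mean of all tested compounds plus 3 SD, set per screening run, cut at about 8.8% in these data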;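 further: cells exposed to compound for 20 h before luminescence read; 0% = DMSO alone and 100% = MG132 at 30 µM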
Target sequence (P30291 whole entry K328M): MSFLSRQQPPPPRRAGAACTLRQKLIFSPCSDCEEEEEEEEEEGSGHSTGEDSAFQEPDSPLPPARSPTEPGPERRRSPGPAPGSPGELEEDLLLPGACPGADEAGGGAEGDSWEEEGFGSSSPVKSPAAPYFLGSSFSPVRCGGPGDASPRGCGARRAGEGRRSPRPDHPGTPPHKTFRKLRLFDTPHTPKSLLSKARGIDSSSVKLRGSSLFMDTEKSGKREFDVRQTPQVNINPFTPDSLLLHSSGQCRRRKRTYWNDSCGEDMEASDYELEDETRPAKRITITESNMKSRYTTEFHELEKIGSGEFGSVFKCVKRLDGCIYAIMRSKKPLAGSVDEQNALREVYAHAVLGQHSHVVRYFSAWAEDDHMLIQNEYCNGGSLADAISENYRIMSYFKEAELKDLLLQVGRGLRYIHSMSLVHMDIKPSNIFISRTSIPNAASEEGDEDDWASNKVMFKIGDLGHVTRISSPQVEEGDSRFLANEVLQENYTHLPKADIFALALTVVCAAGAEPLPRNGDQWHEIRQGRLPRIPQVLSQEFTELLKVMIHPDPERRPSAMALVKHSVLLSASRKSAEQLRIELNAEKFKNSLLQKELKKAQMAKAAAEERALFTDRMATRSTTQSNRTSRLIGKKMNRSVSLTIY
Runt-SMMHC FRET: Runt domain-CBFb-SMMHC interaction inhibition; inhibition, % at 20 µM; AID 1434; actives 0.74% (n = 220,000); Cerulean-Runt/Venus-CBFb-SMMHC FRET ratio 530/480, 1 h; Q01196+Q13951;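 active means mean inhibition across duplicate retests at 20 µM reaching about 50%, limit read from the data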;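 further: 0% = DMSO wells and 100% = wells with excess untagged CBFb-SMMHC; inhibitors lower the FRET ratio by blocking Runt binding to CBFb-SMMHC; some results filed as inactive read as strong as hits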
Thrombin inh: blocks human thrombin protease activity; P00734; alpha-thrombin, Boc-VPR-AMC fluorogenic substrate cleavage; inhibition, % at 5 µM; actives 0.26% (n = 220,000); AID 1046;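 active means inhibition at or above 40%; inactive means inhibition below 40%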;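 further: 0% = enzyme with no compound and 100% = wells without enzyme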
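System: Human alpha-thrombin protein | Medium: pH 7.5 Tris (50 mM) with NaCl 150 mM, Tween 20 0.05% | Times: Enzyme reaction carried out at room temperature | Detection: AMC fluorescence, 355/460 nm | Evaluation: Percent inhibition scaled between no-compound controls and no-enzyme blanks | Benchmarks: Enzyme without compound as high, wells lacking enzyme as low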
* marks the source's active call; other numbers are inactive results; x = not tested or not shown; [ ] = remark or other dose.

SMILES	Hck Nef HTS	FXIa inh 1536	FXIIa inh 1536	KLK5 inh	14-3-3 Bad PPI	Runt-CBFb FRET	Wee1 stabilizer	Runt-SMMHC FRET	Thrombin inh
S=C(Nc1cccc2ccccc12)NN1CCOCC1	0	2	18	-15	-16[fluorescence artefact?]	9	-1	10	2
O=C(CC1COc2ccccc2O1)NCCc1ccccc1 (stereo not given)	0	2	17	-7	3	0	-2	1	-1
COc1ccc([N+](=O)[O-])cc1NC(=O)CC1SC(=Nc2cccc(C)c2C)N(/N=C/c2cccc(OC)c2OC)C1=O (stereo not given)	11	102*	22	-3	9	-4	-2	-3	21
O=C(CN1C(=O)C2C3CC(C(Br)C3Br)C2C1=O)Nc1ccc(C(=O)O)cc1 (stereo not given)	1	-7	-1	-6	-7	-1	-2	3	-5
Cc1cc(SCC(=O)N/N=C/c2cccnc2)nc2c(C)cccc12	15	-3	3	-5	33	-3	-2	-5	-6
C/C(=N/OC(=O)c1ccc(C)cc1)C(=O)c1ccc(Br)cc1	15	1	4	2	0	1	-1	-7	-10
Cn1ccnc1SCc1nc2c(cnn2-c2ccccc2)c(=O)[nH]1	2	5	9	-12	-1	21	0	4	-15
Cn1c(CSCc2ccc(Cl)cc2Cl)n[nH]c1=S	-9	-2	3	-4	-1	10	1	16	-4
CSc1nc(-c2ccccc2)nn1C(=O)c1ccc(Cl)cc1	-5	20	17	68*	-16	-1	5	2	84*
Cc1ccc(/C=N/NC(=O)C2=NNC(c3ccccc3)(c3ccccc3)C2)c(O)c1	4	6	13	-29	-2[fluorescence artefact?]	2	2	-5	5
O=C1CCCC(O)=C1C1NCCc2ccccc21 (stereo not given)	1	-15	17	9	16	4	-3	1	3
COc1ccc(C2C(C#N)=C(N)OC3=C2C(=O)CCC3)c(OC)c1OC (stereo not given)	1	2	8	-15	-11	-1	-1	0	2
COc1cccc(CC2(CO)CCCN(Cc3cc(F)ccc3-n3cccn3)C2)c1 (stereo not given)	-1	2	18	3	-8	-2	-2	0	1
O=C(Nc1ccccc1-c1ccccc1)NC1CCN(CC(=O)N2CCOCC2)CC1	-1	0	16	-2	-6	1	6	2	-1
CSc1ccc(N2C(=O)NC3(CCCCC3)C2=O)cc1	0	-10	14	-24	-9[fluorescence artefact?]	-2	3	-1	17
O=C(c1ccccc1Sc1cccc2ccccc12)N1CCOCC1	9	5	11	-5	-2	-1	0	1	1
CCCCOc1ccc(C(=O)N2CCCCCC2)cc1	4	0	11	-5	2[fluorescence artefact?]	-1	7	1	0
Cc1cc(C(=O)CSc2nnc(-c3ccc(OC(F)F)cc3)o2)c(C)n1Cc1cccs1	22	-5	1	1	28	2	2	-5	-4
O=C(/C=C/c1cccc(C(F)(F)F)c1)Nc1cccc(C(F)(F)F)c1	2	-10	2	-1	11	-1	2	0	-6
O=C1CCC([N+](=O)[O-])C(c2ccc(Cl)c([N+](=O)[O-])c2)N1 (stereo not given)	0	-2	11	10	-9	x	3	1	5
O=C(O)C1C2C=CC(CC2)C1C(=O)O (stereo not given)	4	4	16	29	21[fluorescence artefact?]	3	0	0	3
C/C(=N\OCC(=O)NC12CC3CC(CC(C3)C1)C2)c1cc2ccccc2o1	4	20	22	-5	18[fluorescence artefact?]	2	1	-3	-15
COc1ccccc1-c1nnn(CC#N)n1	4	14	26	-11	7	0	2	3	-12
COC(C[C@H]1O[C@@H]1[C@@H](O)[C@H](C)OCc1ccccc1)OC	25	-6	1	-4	-5	-1	x	0	-4
CCOC(=O)N1CCC(Nc2c(NCCCN(CC)CC)c(=O)c2=O)CC1	1	1	8	-4	1[fluorescence artefact?]	1	-3	-1	-8

(more compounds)
SMILES	Hck Nef HTS	FXIa inh 1536	FXIIa inh 1536	KLK5 inh	14-3-3 Bad PPI	Runt-CBFb FRET	Wee1 stabilizer	Runt-SMMHC FRET	Thrombin inh
CCNC(=S)Nc1cc(OCC)c(NC(=O)c2ccco2)cc1OCC	8	6	9	-7	-10	3	7	1	3
Nc1nc2ccccc2n1CCN1CCCC1	8	-4	12	-19	-2	2	-1	1	2
COCCN(C(=S)Nc1ccccc1OC)C1CCN(C(C)C)CC1	6	8	-1	-23	-2	4	-1	2	-2
COC(=O)NCC(c1ccco1)N1CCN(c2ccc(OC)cc2)CC1 (stereo not given)	3	-9	-9	-28	-12	0	-3	-2	-1
COc1ccc(/C=N/NC(=O)CN(CCc2ccccc2)S(=O)(=O)c2ccc(NC(C)=O)cc2)cc1OC	3	5	12	3	-8	-8	-1	-4	3
C=CCn1c(SCc2nc3scc(-c4ccccc4)c3c(=O)[nH]2)nnc1-c1ccccc1F	2	0	6	-20	0	-13	5	-26	-6
O=C(NNC(=O)c1cccc(O)c1)Nc1ccc([N+](=O)[O-])cc1	18	0	5	4	-12	0	-2	0	-3
O=C(NC1CCCCC1)NC12CC3CC(CC(C3)C1)C2	25	-6	5	-6	-2	1	3	0	4
CN1C(=O)C(CC(=O)Nc2ccc3c(c2)Cc2ccccc2-3)N(C)C1=O (stereo not given)	12	2	13	-17	9	0	-2	0	3
CCc1ccc(OCCCC(=O)Nc2ccc(N3CCCCC3)cc2)cc1	0	-14	-10	-19	2	3	-2	-2	-6
COc1ccc2cc(C(=O)C3CCCN(C(=O)c4cc(=O)n(C)c(=O)n4C)C3)ccc2c1 (stereo not given)	17	-5	7	-2	8	1	1	3	-7
COC(=O)c1sc(-c2ccc(C(C)(C)C)cc2)cc1NC(=O)CSCC(=O)O	30	-2	2	-2	5	17	-4	10	-6
CCC1=NN2C(=N)/C(=C\c3cccn3-c3ccc(OC)cc3)C(=O)N=C2S1	8	6	5	4	0	-7	-3	-8	-4
CCN(C(=O)Cn1c(=O)n2nc(CCn3nc(C)cc3C)nc2c2ccccc21)c1cccc(C)c1	1	1	10	15	11	-3	1	-2	-1
CN(C(=O)/C=C/c1ccco1)c1ccccc1C(=O)O	-106	-3	4	x	6	6	0	-3	-3
COc1ccc(Nc2ccc(S(=O)(=O)N3CCCCC3)cc2[N+](=O)[O-])cc1OC	-2	-2	2	2	4	-5	2	-2	-5
Cc1ccc(-c2ccc(/C=C(\C#N)C(N)=S)o2)c([N+](=O)[O-])c1	16	4	14	x	6	27	1	5	6
O=C(CCNC(=O)c1ccc(Cl)cc1)Nc1ccc(F)cc1F	4	10	11	-19	-13	0	-1	3	7
O=C(COC(=O)c1ccco1)Nc1ccccc1	-1	1	12	-2	1	0	0	2	7
COc1ccccc1NC(=O)CSc1nnnn1-c1ccc2c(c1)OCO2	-1	-8	-6	0	4	1	-2	-1	-4
CCC(=O)Nc1c(-c2cccs2)c(=O)c2ccccc2n1C	-1	0	6	-8	5	1	-2	-6	-3
CN(C(=O)COC(=O)c1cc(-c2ccccc2Cl)nc2ccccc12)C1CCS(=O)(=O)C1 (stereo not given)	0	2	26	35	6	-1	0	2	23
Cc1cccc(Cn2c(=O)n(-c3ccc(CC(=O)NCc4ccco4)cc3)c(=O)c3sccc32)c1	1	5	12	-2	2	-1	0	-7	-3
CN(C)c1nc(N2CCN(c3ccccc3)CC2)c(C#N)c(=O)o1	1	9	6	-24	-12	2	3	-1	-27
Cc1ccc(-n2ncc3c(=O)n(Cc4cccnc4)cnc32)cc1	-1	3	14	-12	4	-1	-1	3	1

An excerpt of these results, as a markdown table.
| structure | Hck Nef HTS | FXIa inh 1536 | FXIIa inh 1536 | KLK5 inh | 14-3-3 Bad PPI | Runt-CBFb FRET | Wee1 stabilizer | Runt-SMMHC FRET | Thrombin inh |
| --- | --- | --- | --- | --- | --- | --- | --- | --- | --- |
| CCNC(=S)Nc1cc(OCC)c(NC(=O)c2ccco2)cc1OCC | 8 | 6 | 9 | -7 | -10 | 3 | 7 | 1 | 3 |
| Nc1nc2ccccc2n1CCN1CCCC1 | 8 | -4 | 12 | -19 | -2 | 2 | -1 | 1 | 2 |
| COCCN(C(=S)Nc1ccccc1OC)C1CCN(C(C)C)CC1 | 6 | 8 | -1 | -23 | -2 | 4 | -1 | 2 | -2 |
| COC(=O)NCC(c1ccco1)N1CCN(c2ccc(OC)cc2)CC1 (stereo not given) | 3 | -9 | -9 | -28 | -12 | 0 | -3 | -2 | -1 |

The list goes on.
SMILES	Hck Nef HTS	FXIa inh 1536	FXIIa inh 1536	KLK5 inh	14-3-3 Bad PPI	Runt-CBFb FRET	Wee1 stabilizer	Runt-SMMHC FRET	Thrombin inh
O=S(=O)(c1cc(Br)c(Cl)s1)N1CCCC1	4	-17	5	8	1	2	3	0	-4
COc1ccc(N2C(=O)C3CCCN3C2c2cccc(OC)c2OC)cc1 (stereo not given)	0	2	12	0	8	1	-2	-1	-4
CC(=O)Nc1ccc(N(C(=O)CNC(=O)c2cccs2)C(C(=O)NC(C)(C)C)c2ccccc2)cc1 (stereo not given)	27	-2	10	2	-8	x	-1	x	-14
O=C(c1ccccc1C(=O)N(c1ccccc1)c1ccccc1)N1CCCCC1	-36	0	4	1	5[fluorescence artefact?]	-1	-2	3	-1
CCn1cc(CN2CCN(CCc3ccccc3)C(CCO)C2)c(C)n1 (stereo not given)	19	-6	12	0	-10	0	0	2	-11
O=C(NCCc1csc(-c2cccnc2)n1)c1cccc(Cl)c1	14	-6	6	-7	0	0	-3	-2	-6
CN=C(Nc1cccc(OC)c1)SC1CC(=O)N(c2ccc(C(=O)O)cc2)C1=O (stereo not given)	4	8	12	-13	-3	3	-4	1	-4
NC(=S)N/N=C/c1c(O)c(Br)cc2oc3c(c12)CCCC3	7	6	8	2	-24	2	-1	1	-2
O=C(Nc1nc(-c2ccccc2)cs1)Nc1ccc(F)cc1F	-22	-7	x	-7	-3	-2	5	-1	-6
COc1ccc(C2NC(=O)NC(O)(C(F)(F)F)C2C(=O)c2ccc(C)cc2)cc1 (stereo not given)	-1	5	10	-7	-9[fluorescence artefact?]	0	2	-1	4
CCN(CC)P(=O)(Nc1ccc([N+](=O)[O-])cc1)c1c(C)nn(CCC#N)c1NC(=O)c1ccc(Cl)cc1Cl (stereo not given)	19	-5	2	-7	1	-2	-3	-4	-3
COc1ccccc1-c1nnc(SCC(=O)Nc2ccc(S(N)(=O)=O)cc2)n1C	-4	-8	10	-23	-1	0	-3	-1	2
CC1(C)CC(NCCN2CCN(C3=CC(=C(C#N)C#N)CC(C)(C)C3)CC2)=CC(=C(C#N)C#N)C1	20	12	1	-15	3	-12	-3	-27	2
CC(=O)c1ccc(N2CCN(S(=O)(=O)c3cccc4nsnc34)CC2)cc1	-17	6	10	0	2	-1	-2	-2	-2
O=C(COC(=O)CCC(=O)c1ccc(F)cc1)Nc1ccc(N2CCOCC2)cc1	1	17	19	34	9	-2	-1	0	20
Cn1nccc1NC(=O)CC1(CC(=O)O)CCCCC1	2	2	7	0	-3	-1	-3	1	-7
Cc1ccc(NC(=O)N/C=C/c2ccco2)c(C)c1	2	1	12	-30	-13	2	-2	-2	1
O=C(NCC1OCCCN1S(=O)(=O)c1cc(F)ccc1F)C(=O)NC1CCCCCC1 (stereo not given)	15	29	29	18	-2	-2	0	1	24
COC(=O)CNC(c1ccccc1)c1cc(Br)ccc1NC(=O)CNC(=O)OCc1ccccc1 (stereo not given)	2	7	10	-3	-5[fluorescence artefact?]	-2	-2	0	2

Compound activity deposited in PubChem by several laboratories.
